Eya2 inh: blocks the phosphatase activity of human Eya2; recombinant Eya2, OMFP fluorescence dephosphorylation (OMFP is methylfluorescein phosphate); Potency, µM (series often up to 76.9 µM), for the others: at the top dose activity, negative = inhibition, actives largely listed as inhibitors; 0.006% of 330,000 active; further: potency means the concentration at half of the fitted maximal effect
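Eya2 protein (added as 0.2 uM solution) was preincubated with compound for 10 min at ambient temperature in 50 mM HEPES pH 7.5, 50 mM NaCl, 5 uM MgCl2, 0.05% BSA, 1 mM DTT. OMFP (added at 50 uM) then reacted 10 min; fluorescence read at 485/525 nm.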
GALK inh: inhibitors of human galactokinase. Purified GALK, Kinase-Glo residual ATP luminescence. P51570. Potency, µM (series often up to 57.5 µM), for the others: at the highest dose activity change, negative = inhibition, usual class: inhibitors. AID 1868. 0.007% of 270,000 active; further: potency means the concentration at half of the fitted maximal effect
Target sequence (P51570 whole entry, looked up): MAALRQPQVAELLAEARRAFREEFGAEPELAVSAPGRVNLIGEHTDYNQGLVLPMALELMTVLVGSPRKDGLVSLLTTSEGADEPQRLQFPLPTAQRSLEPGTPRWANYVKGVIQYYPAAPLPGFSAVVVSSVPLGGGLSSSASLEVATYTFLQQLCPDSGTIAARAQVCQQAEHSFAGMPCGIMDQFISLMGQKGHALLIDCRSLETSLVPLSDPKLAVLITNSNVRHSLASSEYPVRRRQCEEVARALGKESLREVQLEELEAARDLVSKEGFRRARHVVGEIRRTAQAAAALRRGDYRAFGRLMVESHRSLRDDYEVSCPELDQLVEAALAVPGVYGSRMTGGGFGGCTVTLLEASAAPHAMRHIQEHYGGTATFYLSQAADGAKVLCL
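Compounds were pin-transferred into ATP buffer (35 uM final), then GALK plus galactose (5 nM, 100 uM final) was added. After 1 h at room temperature, Kinase-Glo Plus was added and luminescence read after 10 min.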
B2AR arrestin: agonists driving beta-arrestin recruitment to human beta2-adrenergic receptor; Potency, µM (titrated, usually from 46.1 µM), for inactives: at the top dose activation, hits mostly activators; P07550; AID 492947; 0.02% of 330,000 active; beta-arrestin recruitment to beta2AR, cell-based reporter;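 further: potency means the concentration at half of the fitted maximal effect; 0% = DMSO controls and full agonism = EC100 isoproterenol or metaproterenol; nearly all actives have a fitted effect of over 65% in size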
Target sequence (P07550 whole entry, looked up): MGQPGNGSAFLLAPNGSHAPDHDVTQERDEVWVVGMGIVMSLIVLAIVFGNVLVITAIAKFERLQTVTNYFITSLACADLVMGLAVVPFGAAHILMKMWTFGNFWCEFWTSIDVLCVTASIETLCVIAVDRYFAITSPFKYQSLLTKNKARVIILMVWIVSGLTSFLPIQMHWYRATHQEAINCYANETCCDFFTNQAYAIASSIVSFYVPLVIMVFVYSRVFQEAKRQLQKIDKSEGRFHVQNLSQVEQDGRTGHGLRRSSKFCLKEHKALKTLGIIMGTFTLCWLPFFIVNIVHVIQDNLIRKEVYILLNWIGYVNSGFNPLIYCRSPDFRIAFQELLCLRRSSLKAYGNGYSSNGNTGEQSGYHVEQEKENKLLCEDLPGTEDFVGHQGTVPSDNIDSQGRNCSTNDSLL
KCNH2 3.1 block: inhibitors of human KCNH2 3.1 potassium channel isoform | U2OS KCNH2 3.1, thallium flux FluxOr; hits give low values | activity change, % (tested at about 1.8 µM) | 0.95% of 340,000 active | AID 720553;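 active means maximum activity change below -70%; inconclusive means maximum activity change from -70% to -50%; inactive means maximum activity change above -50%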;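 further: thallium influx rate constant from kinetic fluorescence after stimulation buffer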
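Thallium flux via FluxOr fluorescence (Red40 quencher, 45 min loading) in U2OS cells virally expressing the KCNH2 3.1 isoform (1.77 x 10^8 /mL virus, overnight at 37 C). Rate constants from 2-min kinetic reads post-stimulation, normalised to positive and negative controls.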
USP2a inh: inhibitors of human ubiquitin-specific protease USP2a | O75604 | 0.01% of 330,000 active | AID 463254 | Potency, µM (doses to about 38.3 µM), for the others: at the top dose activity change, negative = inhibition, usual class: inhibitors | USP2 core, Ub-CHOP2 coupled fluorogenic reporter, 485/531;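 further: potency means the concentration at half of the fitted maximal effect; plate controls were DMSO wells for no effect and full inhibition by NEM control for full effect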
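USP2 core (10nM final) preincubated 30min RT with compound in 20mM Tris-HCl pH 8.0, 2mM CaCl2, 2mM beta-mercaptoethanol, 0.05% CHAPS; 25nM Ub-CHOP2 plus 25nM reporter substrate added, fluorescence (Ex485/Em531) read after 60min.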
hERG WT inh: blocks the wildtype human KCNH2 potassium channel; Q12809; U2OS, BacMam KCNH2, thallium flux FluxOr; hits give low values; activity change, % at 1.84 µM; 0.37% of 340,000 active; AID 720551;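 active means maximum activity change below -70%; inconclusive means maximum activity change between -70% and -50%; inactive means maximum activity change above -50%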
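U2OS cells were transduced with wild-type KCNH2 virus (2.03 x 10^8 / mL) for 4 h at room temperature, then cultured overnight at 37 C. Thallium flux was read with FluxOr dye. Rate constants were normalized to DMSO controls.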
Coupling enz: coupling enzyme interference in Giardia aldolase counter-screen; coupling enzyme system counterscreen, AmpLite Red fluorescence; activity change, negative = inhibition, % at 58.2 µM, hits read low; 0.67% of 290,000 active; in the data active means activity change below about -30%
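Counterscreen of the coupled detection system alone, without aldolase: glyceraldehyde-3-phosphate coupling enzymes plus AmpLite Red readout. Compounds at 57.5 uM final, 10 min RT preincubation, 20 min RT reaction, fluorescence 525/598 nm.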
PKM2 act: activators of human pyruvate kinase M2 | AID 1631 | Potency, µM (doses to about 57.5 µM), for the others: top-dose activation, most hits filed as activators | P14618 | 0.34% of 260,000 active | purified PKM2, Kinase-Glo ATP luminescence, activation; response scale: 0% is enzyme alone, no compound; further: potency means the concentration at half of the fitted maximal effect; nearly all actives have a fitted effect of over 55% in size
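Purified hPK-M2 (>95%) run at intermediate activity with 0.1 mM ADP and 0.5 mM PEP in 50 mM imidazole pH 7.2, KCl, MgCl2; 1 h room temperature. ATP formed read by Kinase-Glo luminescence; normalized to uninhibited and no-enzyme controls.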
Giardia killer: kills Giardia lamblia; Giardia lamblia trophozoite viability; activity change, % at 7.66 µM, hits read low; 0.15% of 340,000 active; in the data active means activity change below about -80%; inconclusive means between about -30% and that limit;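 further: parasites exposed to compound for two days anaerobically before the ATP read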
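ATP-content bioluminescence gauges trophozoite survival. Cells (100/well) receive compound and incubate anaerobically for 48 hrs at 37 deg C; detection reagent follows for 15-30 min at room temperature.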
uPA surface inh: cell surface uPA generation inhibition | Potency, µM (top dose mostly 38.3 µM), without a hit: at the top dose activity change, negative = inhibition, most hits filed as inhibitors | 0.31% of 330,000 active | AID 540303 | cell surface uPA generation assay, qHTS; active means well fitted inhibition curve with a large enough effect; inconclusive means small, poorly fitted or top-dose-only effect; inactive means no such curve, though single readings can be large or run the other way; tested in mouse RAW 264.7 cells; further: potency means the concentration at half of the fitted maximal effect; nearly all actives have a fitted effect of over 55% in size
BCR signal inh: blocks chronic active B-cell receptor signaling; ABC-DLBCL IkBa-CBG/CBR reporter, luminescence ratio, 4 h; Potency, µM (doses to about 46.1 µM), inactives show top-dose ratio change, negative = lower green/red ratio, most hits filed as inhibitors; 0.05% of 340,000 active; active means well fitted inhibition curve with a large enough effect in the signal ratio, with a control signal flat, not every such curve was filed as active; inconclusive means small, poorly fitted or top-dose-only effect, or effect the other way, or a change in a side signal; the % refers to the signal ratio;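 further: potency means the concentration at half of the fitted maximal effect; plate controls were basal doxycycline-induced cells for no effect and cells given 10 µM MG132 for full effect; MG132 reads +100%, hits lower the ratio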
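Concentration-response series (up to 46 uM) were applied to TMD8 dual-reporter cells for 4 h at 37C with doxycycline. Green/red ratio, after filter-overlap correction, defined %Activity; red signal alone was normalised to basal cells and zero luminescence.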
* marks the source's active call; other numbers are inactive results; ? = inconclusive; · = no result given; & = joins results of further samples; [ ] = another dose, or the depositor's remark. Unless noted, the call rests on the fitted dose curve; in most records, active means well fitted curve in the direction sought with a large enough effect; inconclusive means small, poorly fitted or top-dose-only effect, or another doubt; inactive means no such curve, though single readings can be large; an effect the other way counts as inactive or inconclusive. Unless noted, on the % scale 0 is the no-effect control and ±100 the full control effect. Compounds as they come. Share with any hit: about 2.4%.

SMILES	Eya2 inh	GALK inh	B2AR arrestin	KCNH2 3.1 block	USP2a inh	hERG WT inh	Coupling enz	PKM2 act	Giardia killer	uPA surface inh	BCR signal inh
Cc1ccn2c(=O)nc(SCC(=O)N3CCCCCC3)nc2c1	-3%	·	-0.1%	8	1%	-2	·	·	-6	0%	-3%
O=[N+]([O-])c1cc(C(F)(F)F)c(Cl)cc1N1CCN(CCO)CC1	4%	-4%	-0.4%	-2	2%	16	3	-10%	-12	3%	8%
CC(=O)Nc1ccc(-c2nn[nH]n2)cc1	14%	-2%	-0.1%	8	0%	8	3	-4%	-13	-4%	-9%
CCOc1cc(NC(=O)c2ccccc2C(=O)O)c(OCC)cc1NC(=O)c1ccccc1F	0%	5%	-1.2%	19	-3%	-5	-2	-14%	-1	-4%	0%
Cc1cc(C)cc(NC(=O)C(OC(=O)c2ccc(NC(=O)CC#N)cc2)c2ccccc2)c1 (configuration not stated)	6%	·	0.0%	-24	-1%	-27	·	·	-6	4%	13%
O=C(c1ccc(S(=O)(=O)Nc2cccc(C(F)(F)F)c2)cc1)N1CCOCC1	0%	4%	0.3%	10	0%	0	·	7%	4	-5%	-1%
O=C(NCc1cn2ccccc2n1)c1ccccc1	10%	2%	-0.2%	6	1%	0	-1	-2%	-7	-2%	-1%
COC(=O)CC1COc2ccccc2N1C(=O)c1ccc(Br)cc1 (configuration not stated)	0%	0%	0.0%	-10	9%	-2	5	1%	24	5%	-3%
COc1ccc(C(CNC(=O)C(C)Oc2ccc(Br)cc2)N2CCCCC2)cc1 (configuration not stated)	-10%	·	0.4%	-2	0%	8	·	·	-24	-10%	?
CCC(=O)c1cn(CC(=O)OC)c2ccccc12	-8%	-2%	0.1%	-16	1%	-1	3	1%	24	0%	-1%
Cc1ccccc1NC(=O)CN1C(=O)CSc2ccc(S(=O)(=O)N3CCCCC3)cc21	-12%	8%	-0.5%	11	0%	-3	0	·	35[activator]	-10%	13%
O=C(CN1C(=O)C2CCCN2c2ncc(Cl)cc21)NCc1ccc2c(c1)OCO2 (configuration not stated)	-3%	4%	0.4%	-20	-2%	16	0	8%	4	7%	-1%
Cc1cc(C)n(-c2ccc(C(=O)Nc3ccc(S(=O)(=O)NCc4ccco4)cc3)cc2)n1	-7%	-2%	-3.8%	-5	-4%	4	0	-4%	18	-10%	?
COc1cccc(CNC(=O)[C@H](CC(C)C)NC(=O)N2CCn3c2nc2ccccc23)c1	0%	7%	-0.1%	-7	2%	-8	·	·	13	-13%	-2%
CCc1ccc(C(=O)OCC(=O)N2CCCCCC2)cc1	1%	·	0.1%	-5	1%	-1	·	·	-10	6%	0%
O=C(N/N=C/c1ccccc1)c1sccc1OCc1ccc(F)cc1	-12%	2%	-0.8%	-2	3%	1	-1	-1%	14	-10%	0%
CCCNC1CCS(=O)(=O)C1 (configuration not stated)	-19%	-2%	-0.8%	10	2%	-5	0	-1%	7	-2%	3%
O=c1c2cnn(-c3ccc(F)cc3)c2ncn1Cc1ccccc1	-16%	0%	0.0%	-3	-3%	5	0	-15%	-3	4%	7%
C=CCNC(=O)C(=O)N/N=C/c1cccc(Br)c1	-6%	10%	0.3%	-10	0%	22	0	-15%	8	-7%	8%
NC(=O)c1ccccc1OCC(=O)Nc1ccc(Cl)c(Cl)c1	?	-1%	-0.3%	-9	0%	-6	-1	1%	50[activator]	-22%	?
CSc1ccccc1NC(=O)Nc1cccc2ccccc12	-6%	-7%	-0.1%	0	-5%	-28	·	-5%	-19	-11%	?
COc1ccc(-c2csc(COC(=O)C(C)(C)C)n2)cc1	2%	-2%	-0.1%	-9	-2%	-3	-2	0%	-14	5%	8%
Nc1nc(NCCCN2CCOCC2)nc(Nc2cccc(F)c2)c1[N+](=O)[O-]	-4%	-2%	-0.8%	-21	2%	-3	1	5%	-2	2%	8%
O=C(CC1COc2ccccc2O1)Nc1ccccn1 (configuration not stated)	-8%	2%	0.1%	2	-8%	-12	1	-2%	6	5%	?
O=C(C1CCCCC1)N1CCN(C(=O)C2CCCCC2)CC1	-10%	2%	0.4%	5	1%	2	13	-5%	11	1%	0%
Cc1cc(OC(=O)c2cccc(C(F)(F)F)c2)c([N+](=O)[O-])c(=O)[nH]1	8%	·	-0.2%	26	-2%	-2	-3	0%	33[activator]	6%	0%
COc1cccc(C2=CC(=O)C[C@H](c3ccc4c(c3)OCO4)C2)c1OC	-1%	·	-2.8%	-7	-1%	-2	·	·	-6	-16%	-3%
CC(C)(C)C(=O)Cn1ncc(N2CCCC2)c(Br)c1=O	6%	3%	-0.3%	3	-1%	-9	0	-5%	-12	-6%	?
CC(/C=N/NC(=O)c1cc(-c2cccs2)[nH]n1)=C\c1ccccc1	-9%	-2%	-0.4%	12	?	17	2	4%	-7	6%	?
CCn1c(SCc2c(Cl)cccc2Cl)nnc1-c1nn(-c2ccccc2)ccc1=O	-8%	-1%	-0.3%	-2	1%	1	7	1%	3	-12%	-1%
Cc1nnc2n1N=C(c1ccccc1)CS2	-10%	-1%	0.5%	-25	9%	1	0	·	-10	-2%	0%
CCOC(=O)C1=C(O)C(=O)N(Cc2ccccc2)C1	-3%	-3%	0.3%	-29	2%	·	-3&0	·	24	-6%	4%
Cc1nnc(NC(=O)Cc2ccc(OCc3c(C)noc3C)cc2)s1	-9%	6%	-1.1%	9	3%	10	-1	-1%	12	3%	?
Cc1ccccc1CNC(=O)c1ccccc1	6%	0%	-0.1%	-9	2%	-4	2	20%	-4	1%	-15%
CCOC(=O)CNC(=O)CSc1nc(NCc2ccccc2)nc(N(C)C)n1	-29%	4%	-0.7%	16	4%	25	0	0%	19	2%	0%
O=C(N/N=C/c1oc(O)c2ccccc12)c1ccccc1O	9%	7%	0.0%	-12	0%	·	3	-5%	-5	-8%	?
Cc1ccc(N/N=C2\COC(C)(C)CC2=O)cc1	-2%	0%	1.8%	·	-5%	11	-2	-17%	-19	2%	-9%
COc1ccc(CNC(=O)CN(C)Cc2ccc(SC)cc2)cc1	-14%	0%	0.3%	-78*	-4%	-9	-1	3%	1	1%	0%
CCCOc1ccc(N)cc1N	6%	-1%	0.0%	5	0%	5	-66*	4%	14	-15%	1%
Cc1cc(OCC(=O)N(Cc2ccco2)C2CCS(=O)(=O)C2)cc(C)c1Cl (configuration not stated)	-29%	-5%	0.0%	1	10%	-2	1	6%	-17	1%	5%
Cc1cnc(C(=O)OCC(=O)Nc2ccc(Br)c(C)c2)cn1	?	·	-2.0%	-3	-1%	-4	·	·	9	1%	3%
c1ccc(-c2csc(Nc3ccc4c(c3)OCCO4)n2)cc1	·	1%	·	-2	·	1	2	2%	12	3%	·
C=CCNC(=O)CSc1nnc(-c2ccccc2Cl)n1-c1c(C)n(C)n(-c2ccccc2)c1=O	9%	-2%	0.3%	·	6%	7	-1	-2%	-8	·	-20%
COc1ccc(C2Nc3ccc(Br)cc3C(c3ccccc3)N2CC(=O)O)cc1 (configuration not stated)	-2%	4%	-0.1%	18	-1%	-7	0	-8%	3	-1%	9%
O=C(NCC1CC1)Nc1cccs1	-13%	1%	-0.4%	16	0%	-1	2	12%	-18	-4%	-6%
COc1ccc(OC)c(NC(=O)CN2C(=O)COc3ccc(S(=O)(=O)N4CCCC4)cc32)c1	-3%	1%	0.3%	2	2%	2	1	·	-3	0%	-3%
O=C(O)/C=C/C(=O)Nc1nccs1	?	·	0.4%	-2	2%	-5	-2	-8%	-6	0%	-2%
CNC(=S)NNC(=O)c1cccn(Cc2ccccc2)c1=O	5%	1%	-0.2%	-8	0%	3	1	1%	5	12%	3%
Cc1ccc(S(=O)(=O)N2CCOCC2)cc1NC(=O)COC(=O)CNC(=O)c1ccc(Cl)cc1Cl	-1%	2%	0.4%	8	-1%	13	·	·	9	2%	-2%
CCOc1nc(NCCO)nc(Nc2ccc([N+](=O)[O-])cc2)n1	-7%	1%	-0.4%	-4	3%	12	1	-6%	-1	-5%	10%
CCCCn1c(SCC(=O)N2CCCC2)nc2c1c(=O)n(C)c(=O)n2C	4%	0%	-0.1%	-10	-8%	-27	2	-5%	6	·	?
CCn1c(COc2ccc(C)cc2)nnc1SCC(=O)Nc1ccc(S(N)(=O)=O)cc1	8%	-1%	0.0%	-1	-1%	-11	1	0%	0	-1%	3%
COC(=O)c1ccc(-c2ccc(Cl)cc2)nc1C	2%	1%	-0.5%	-3	0%	0	0	-2%	-20	-1%	?
CN1C(N)=NC(=O)/C1=C/c1ccccc1F	-21%	-2%	-0.1%	-3	9%	-1	0	-1%	12	2%	0%
